MEP2 TOR yeast = modulators of MEP2-GFP levels in yeast, primary screen, S. cerevisiae, multiplex flow cytometry, MLPCN library | S. cerevisiae MEP2-GFP strain, 3 h; 100% = DMSO control level | GFP response vs DMSO, % at 10 µM | 330,000 compounds, 0.51% hits;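 active = GFP response versus DMSO above a set limit, roughly screen mean plus 3 SD, cut at about 180% in these data; inconclusive = fewer than 70 cells counted for a yeast strain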;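 also: median GFP fluorescence of the barcode-gated MEP2-GFP cells per well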
LAP4-GFP MLPCN = modulators of LAP4-GFP expression in yeast, primary screen, S. cerevisiae, multiplex flow cytometry, MLPCN library. 3 h; median GFP as percent of DMSO wells. 320,000 compounds, 0.34% hits. GFP response vs DMSO, % at 10 µM;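 active = GFP response vs DMSO above a set limit, about the screen mean plus 3 SD, cut at about 150% in these data; inconclusive = under 70 cell events counted for the yeast strain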
Yeast superoxide = reduction of superoxide in aged yeast, primary screen, HTS | AID 2690, 2010 | superoxide response (% of plate mean), % at 10 µM | S. cerevisiae aged cells, superoxide DHE fluorescence; stronger effect = lower value | 330,000 compounds, 0.18% hits;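 active = superoxide response under a set limit, about three screen SD below normal, cut at about 65% in these data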;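 also: yeast aged for seven days with compound at 30 °C before DHE staining; 100% = average MFI of all compound-treated wells on the plate with controls excluded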
GASC-1 inh = inhibitors of GASC-1 histone demethylase, primary screen, biochemical, fluorescence, DELFIA europium; AID 2099, 2009; GST-JMJD2C(1-420) H3K9me3 demethylation; 330,000 compounds, 0.069% hits; inhibition, % at 2.35 µM;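 active = more than half of a compound's replicate wells show inhibition beyond 50%, single wells judged on their own value; inconclusive = some, but no more than half, of replicates pass 50% inhibition; inactive = no replicate passes 50% inhibition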;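 also: signal counts dimethyl H3K9 product captured on neutravidin plate; 0% = median of DMSO wells and 100% = 0.3 times that DMSO median; strong numbers were not always called active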
Target sequence (Q9H3R0 1-420 limits assumed): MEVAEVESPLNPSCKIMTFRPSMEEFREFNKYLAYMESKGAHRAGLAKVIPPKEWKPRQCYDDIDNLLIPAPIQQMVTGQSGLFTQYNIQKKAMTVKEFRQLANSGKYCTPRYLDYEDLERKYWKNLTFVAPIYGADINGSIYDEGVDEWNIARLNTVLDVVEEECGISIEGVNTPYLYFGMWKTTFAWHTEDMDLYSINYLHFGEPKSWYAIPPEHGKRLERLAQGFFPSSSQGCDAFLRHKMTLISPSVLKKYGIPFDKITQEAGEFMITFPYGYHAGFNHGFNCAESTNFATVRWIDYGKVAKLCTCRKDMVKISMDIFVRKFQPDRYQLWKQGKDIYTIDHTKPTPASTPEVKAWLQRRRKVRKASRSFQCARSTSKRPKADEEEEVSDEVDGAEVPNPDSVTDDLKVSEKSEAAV
procasp3 activ = activators of human procaspase-3 D3A mutant, primary screen, biochemical, absorbance, PC-3 D3A mutant, single concentration | Caspase-3 (Homo sapiens), P42574 | recombinant procaspase-3 D3A, Ac-DEVD-pNA absorbance 405 nm | activation, % at 8.5 µM | 330,000 compounds, 0.11% hits | AID 463141, 2010;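 active = activation above the mean of all tested compounds plus 3 SD, cut at about 21% in these data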;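 also: 0% = DMSO alone and 100% = DMSO wells spiked with extra 5 µM PC-3 D3A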
Target sequence (P42574 whole entry D9A/D28A/D175A): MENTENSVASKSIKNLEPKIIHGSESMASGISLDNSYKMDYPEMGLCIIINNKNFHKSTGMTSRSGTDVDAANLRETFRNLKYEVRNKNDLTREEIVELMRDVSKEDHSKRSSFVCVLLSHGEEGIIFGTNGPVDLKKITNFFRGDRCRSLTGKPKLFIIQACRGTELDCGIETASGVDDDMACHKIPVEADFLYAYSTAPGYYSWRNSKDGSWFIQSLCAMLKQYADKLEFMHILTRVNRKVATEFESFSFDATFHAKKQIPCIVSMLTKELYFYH
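System: Procaspase-3 D3A mutant. Medium: Zinc-free 300 mM NaCl, 50 mM HEPES, 0.01% Triton X-100. Schedule: 1 h preincubation plus 2 h reaction at 25 °C. Measured by: 405 nm absorbance of p-nitroaniline, reads at 0 and 120 min. Read-out: percent activation relative to control range.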
AHR act = AHR activators, primary screen, cell-based, luminescence, luciferase reporter, human; 320,000 compounds, 2.5% hits; activation, % at 5 µM; AID 2796, 2010; AHR-responsive luciferase reporter cells; Aryl hydrocarbon receptor (Homo sapiens), P35869; in the data active = activation above about 47%;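 also: 0% = vehicle wells and 100% = reference agonist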
RPL19A TOR yeast = RPL19A-GFP expression modulators in yeast, primary screen, cell-based, S. cerevisiae, multiplex flow cytometry, MLPCN. S. cerevisiae RPL19A-GFP strain, 3 h; stronger effect = lower value. percent response vs DMSO, % at 10 µM. 330,000 compounds, 0.3% hits;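 active = percent response vs DMSO below 50%; inconclusive = fewer than 70 events counted for the yeast strain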;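 also: median channel GFP fluorescence of the barcoded RPL19A-GFP strain; ratio of sample median GFP to plate DMSO average so 100% = DMSO; lower means less RPL19A-GFP as with rapamycin TOR inhibition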
proCasp7 act = procaspase-7 activators, primary screen, counter-screen for procaspase-3 activator project, biochemical, absorbance, HTS, human; recombinant procaspase-7, Ac-DEVD-pNA absorbance 405 nm; D23A/D198A/D206A triple mutant, cannot self-cleave; scale: DMSO 0, 5 µM enzyme 100; activation, % at 8.5 µM; AID 463210, 2010; 330,000 compounds, 0.093% hits;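 active = percent activation above the screen-wide mean plus 3 SD, cut at about 25% in these data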
Target sequence (P55210 whole entry D23A/D198A/D206A): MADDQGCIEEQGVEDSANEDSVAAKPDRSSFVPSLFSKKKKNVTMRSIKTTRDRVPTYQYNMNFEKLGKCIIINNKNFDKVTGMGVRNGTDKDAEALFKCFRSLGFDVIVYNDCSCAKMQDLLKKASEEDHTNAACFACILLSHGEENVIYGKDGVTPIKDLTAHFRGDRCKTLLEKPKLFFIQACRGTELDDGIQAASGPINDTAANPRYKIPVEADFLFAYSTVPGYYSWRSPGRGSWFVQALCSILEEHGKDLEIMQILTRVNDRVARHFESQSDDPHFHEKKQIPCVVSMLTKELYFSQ
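Assay system: Uncleavable procaspase-7 mutant enzyme; Input: 2 µM procaspase-7 mutant as dispensed; Also added: DEVD-pNA substrate; Medium: Zinc-free HEPES pH 7.4 with 300 mM NaCl, 0.01% Triton X-100; Timing: 1 h compound preincubation, 2 h substrate cleavage, 25 °C; Measured by: Epi-absorbance of released pNA at 405 nm, two timepoints.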
The depositor's hits bear a star; i = inactive; u = inconclusive; x = not tested or not shown; & = joins results of further samples. No enrichment for hits; any-hit rate near 3.8%.

mol | MEP2 TOR yeast | LAP4-GFP MLPCN | Yeast superoxide | GASC-1 inh | procasp3 activ | AHR act | RPL19A TOR yeast | proCasp7 act
O=C(NCC1CCCO1)c1cc(-c2ccco2)nc2ccccc12 (stereo unspecified) | 100 | 98 | 115 | 15 | -22 | 19 | 101 | -37
COCc1cccc(NC(=O)CCc2ccccc2)c1 | 97 | 100 | 104 | -1 | -10 | 5 | 89 | 3
O=C(Nc1ccc(-c2csc(-c3ccccc3)n2)cc1)c1ccccc1Cl | 101 | 105 | 94 | i | -4 | -4 | 97 | -9
C[C@H]([C@H](O)c1ccccc1)N(C)C(=O)CN | 89 | 138 | 95 | x | 4 | -5 | 99 | 3
Cn1c(C(=O)N2CCN(Cc3ccc4c(c3)OCO4)CC2)cc2sccc21 | 103 | 98 | 97 | -10 | 8 | 3 | 95 | 7
CN1CCc2c(sc(N)c2C(N)=O)C1 | 92 | 105 | 94 | 0 | 3 | 1 | 108 | -2
Cc1ccc(/C=N/n2c(-c3ccncc3)n[nH]c2=S)o1 | 102 | 88 | 100 | 4 | 4 | 2 | 106 | 1
Cc1c2cnn(CC(=O)NCCCN3CC(C)CC(C)C3)c(=O)c2c(C)n1Cc1ccccc1Cl (stereo unspecified) | 110 | 99 | 99 | 1 | 1 | 2 | 109 | 10
COC(=O)c1cccc(Nc2ncnc3ccc(C)cc23)c1 | 101 | 106 | 91 | 1 | -3 | 13 | 94 | -5
N#CCN1CCN(CC(=O)Nc2ccc(OCc3ccccc3)cc2)CC1 | 99 | 101 | 90 | -6 | -3 | 6 | 99 | -5
Cc1nc2ccc(NS(=O)(=O)c3ccc(F)c(C)c3)cc2[nH]1 | 97 | 83 | 101 | -1 | 6 | 0 | 95 | 0
O=C(O)CCN1C(=O)/C(=C\c2cccc(OCc3ccccc3)c2)SC1=S | 100 | 90 | 103 | 1 | -6 | -4 | 101 | -9

By substructure, the compounds so far containing a furan ring, fused or not
mol | MEP2 TOR yeast | LAP4-GFP MLPCN | Yeast superoxide | GASC-1 inh | procasp3 activ | AHR act | RPL19A TOR yeast | proCasp7 act
O=C(NCC1CCCO1)c1cc(-c2ccco2)nc2ccccc12 (stereo unspecified) | 100 | 98 | 115 | 15 | -22 | 19 | 101 | -37
Cc1ccc(/C=N/n2c(-c3ccncc3)n[nH]c2=S)o1 | 102 | 88 | 100 | 4 | 4 | 2 | 106 | 1

(continued)
mol | MEP2 TOR yeast | LAP4-GFP MLPCN | Yeast superoxide | GASC-1 inh | procasp3 activ | AHR act | RPL19A TOR yeast | proCasp7 act
COc1cccc(-c2cc(C(=O)Nc3ccccc3SC)no2)c1 | 106 | 98 | 140 | u | -4 | 9 | 101 | -6
Cc1cc(-c2nnc(SCC(=O)Nc3c(C)cccc3C)n2N)n[nH]1 | 100 | 98 | 119 | 54 | 4 | -1 | 98 | 10
COc1ccc(Br)cc1CN(C)CC(=O)Nc1c(Cl)ccc(C)c1Cl | 87 | 90 | 105 | 1 | -2 | 1 | 101 | 3
COC(=O)[C@@H](NCc1cccc(CN[C@H](C(=O)OC)C(C)C)c1)C(C)C | 91 | 99 | 94 | x | 7 | 1 | 95 | 12
CC1CN(S(=O)(=O)c2ccccc2)CC(C)O1 (stereo unspecified) | 99 | 93 | 99 | 147 | -3 | 0 | 99 | -5
OCC[C@@H]1C[C@H](O)[C@@H](O)[C@@]2(CCc3ccccc3CO2)O1 | 92 | 105 | 109 | -4 | 1 | 8 | 90 | -15
COc1ccccc1-c1nnc(NC(=O)C(C)Sc2nncn2C)s1 (stereo unspecified) | 97 | 92 | 94 | -2 | -1 | 35 | 108 | 9
CC1(C)Cc2nc(NC3CCCCC3)c(C#N)cc2CO1 | 95 | 93 | 96 | 2 | -11 | 1 | 99 | 9
O=C(NCc1ccc(F)cc1)C1CCCN1C(=O)Nc1cccc(F)c1 (stereo unspecified) | 105 | 108 | 107 | 8 | -6 | 2 | 104 | 5
O=C(COC(=O)CNS(=O)(=O)c1c(Cl)cccc1Cl)Nc1ccccc1Sc1ccccc1 | 109 | 90 | 103 | -5 | -6 | 0 | 107 | -4
CCC(c1nnnn1C(C)(C)CC)N(CCCN1CCOCC1)Cc1cc2cccc(C)c2[nH]c1=O (stereo unspecified) | 100 | 98 | 91 | 0 | 0 | 22 | 96 | 12
Nc1nonc1NC(=O)CSc1ncccc1C(=O)O | 102 | 95 | 109 | 8 | 3 | 0 | 104 | -11
Cc1ccc(CNC(=O)Cc2cccs2)cc1 | 96 | 95 | 117 | -14 | -3 | 12 | 94 | 2
Cn1c(=O)c2cc(S(=O)(=O)NCCC(=O)NCC3CCCO3)ccc2n(C)c1=O (stereo unspecified) | 100 | 95 | 127 | 8 | -7 | 2 | 98 | 3
CN1CCN(S(=O)(=O)c2ccc3[nH]cc(C(=O)O)c(=O)c3c2)CC1 | 104 | 107 | 82 | -4 | 1 | 1 | 105 | 6
O=C(OCc1ccccc1)/C(=C/c1ccc(Cl)cc1)NC(=O)c1ccccc1Cl | 94 | 104 | 80 | 8 | -2 | 4 | 100 | 2
CCCC12CN(C(=O)c3ccc([N+](=O)[O-])cc3)CC(C)(CN(C(=O)c3ccc([N+](=O)[O-])cc3)C1)C2=O | 105 | 106 | 87 | -9 | -1 | -1 | 99 | 2
NC(Cc1ccc2nsnc2c1)C(=O)O (stereo unspecified) | 99 | 100 | 107 | -7 | 3 | 0 | 98 | 10
O=C(c1sccc1-n1cccc1)N1CCCC1 | 100 | 99 | 86 | 0 | -4 | 1 | 92 | -9
COC(=O)CCCC(=O)N1CCCC(C(=O)c2ccc(OC)cc2C)C1 (stereo unspecified) | 91 | 83 | 89 | 0 | 5 | -3 | 99 | 4
CC(=O)N1CCN(CC(=O)Nc2c(Cl)ccc(C)c2Cl)CC1 | 93 | 87 | 107 | 5 | 8 | -1 | 94 | 0
CC(C)CCN(C)C1CCN(S(=O)(=O)c2cccc(C(F)(F)F)c2)CC1 | 107 | 101 | 67 | -8 | 3 | -1 | 102 | 2
Cc1nc(NC(=O)C2CC2)sc1C(=O)NC1CCCCC1 | 106 | 110 | 96 | 26 | 9 | 0 | 102 | -3
CCn1nc(C(=O)Nc2nc3ccccc3[nH]2)c2ccccc2c1=O | 106 | 106 | 95 | 4 | -1 | 2 | 107 | -6
CSc1ccccc1C(=O)Nc1ccccc1C(=O)N1CCCC1 | 102 | 102 | 107 | 0 | 3 | 8 | 99 | 4
Cc1ccccc1CSCC(=O)NNC(=S)NCC1CCCO1 (stereo unspecified) | 106 | 76 | 94 | 7 | x | x | 130 | x
Cc1ccc(OCC(=O)Nc2ccc(N(C)C)cc2)cc1 | 98 | 94 | 93 | 15 | 6 | 2 | 90 | 9
O=S(=O)(NCc1ccc2c(c1)OCO2)c1ccc(Cl)s1 | 96 | 92 | 127 | -4 | 2 | 0 | 100 | 3
O=C(OCc1nnc(-c2ccccc2)o1)c1ccc(Cl)cc1 | 98 | 106 | 79 | 0 | 5 | -2 | 98 | -1
O=C(COc1ccc(-c2nnco2)cc1)Nc1cc([N+](=O)[O-])ccc1F | 106 | 95 | 112 | 15 | 3 | -4 | 105 | 20
CCCCn1c(N)c(N(CC(C)C)C(=O)CC2CCCC2)c(=O)[nH]c1=O | 99 | 105 | 106 | -5 | 2 | 1 | 95 | -3
NC(=O)c1c(NC(=O)c2c(F)cccc2F)sc2c1CCN(Cc1ccccc1)C2 | 92 | 95 | 78 | -4 | -4 | 10 | 97 | -21
CCC1(CC)Cc2ccccc2C(CC(=O)N2CCOCC2)=N1 | 99 | 91 | 111 | -3 | 1 | 2 | 93 | 0
O=C(COC(=O)Cc1ccccc1F)NC(=O)NC1CCCC1 | 93 | 89 | 93 | 7 | 5 | -1 | 89 | 2
O=C(Cn1cc2c(n1)CCCCC2)Nc1c(F)c(F)cc(F)c1F | 103 | 100 | 102 | 4 | 3 | 2 | 100 | 2
COc1ccc(S(=O)(=O)N2CCN(CC(=O)Nc3sccc3C(N)=O)CC2)cc1OC | 96 | 96 | 88 | 0 | 13 | 3 | 95 | 1
NC(=O)c1c(NC(=O)c2ccccc2C(=O)O)sc2c1CCCC2 | 98 | 82 | 107 | 3 | 7 | 2 | 104 | 5
COc1ccc2cc(OCC(=O)NNC(=O)Nc3ccc(OC)c(OC)c3)ccc2c1 | 102 | 91 | 107 | 4 | -9 | 8 | 98 | -12
Cc1cc(C)c(S(=O)(=O)N2CCCOC2CNC(=O)C(=O)NCCC2=CCCCC2)c(C)c1 (stereo unspecified) | 106 | 105 | 103 | 2 | -4 | 8 | 108 | 1
COc1ccc(S(=O)(=O)N2CCOCC2)cc1NC(=O)COC(=O)C1=COCCO1 | 95 | 102 | 77 | -7 | 2 | 2 | 99 | -3
CCn1c(C)c(Br)c(=O)c(C(=O)OC)c1-c1ccc(Cl)cc1 | 105 | 94 | 126 | -10 | 3 | -1 | 100 | 14
CC1=CSC2=NC(=O)/C(=C\c3cccn3-c3ccccc3)C(=N)N12 | 107 | 86 | 98 | -6 | -17 | 14 | 105 | -14
CC(Sc1n[nH]c(N)n1)C(=O)NC1CCCCC1C (stereo unspecified) | 108 | 101 | 83 | 18 | 1 | -5 | 105 | 6
COc1ccc(S(=O)(=O)N2CCCCC2)cc1NC(=O)Cc1cccs1 | 109 | 114 | 93 | 4 | 6 | 0 | 110 | 8
CC1CC(C(=O)Nc2ccccc2)C(=O)O1 (stereo unspecified) | 103 | x | 90 | -4 | 1 | 1 | 108 | 1
CN(C)C(=O)Cn1nc(-c2ccccc2)c2ccccc2c1=O | 93 | 91 | 102 | 2 | -2 | 2 | 91 | 1
O=C(COC(=O)C1CC2C=CC1C2)Nc1ccccc1[N+](=O)[O-] (stereo unspecified) | 95 | 94 | 124 | 6 | 6 | 14 | 95 | 3
CCOc1ccccc1NC(=O)C1CCN(S(=O)(=O)c2c(C)noc2C)CC1 | 106 | 97 | 90 | 6 | -5 | 24 | 95 | 7
Cc1cccc(C)c1OCc1cc(C(=O)N2CCN3CCCC3C2)no1 (stereo unspecified) | 109 | 95 | 114 | -19 | x | x | 114 | x
O=C(COC(=O)c1ccccc1C(=O)c1ccc(Cl)c([N+](=O)[O-])c1)NC1CCCCCC1 | 103 | 95 | 96 | 11 | -4 | -2 | 98 | 8
COc1ccccc1N1CCN(C(c2cc3cc(C)ccc3[nH]c2=O)c2nnnn2C2CCCC2)CC1 (stereo unspecified) | 96 | 90 | 103 | 1&1 | -7 | 3 | 98 | -3
